D1 agonist: Allosteric Agonists of the Human D1 Dopamine Receptor: qHTS | HEK293 T-REx D1 cells, calcium flux, agonist mode | AID 504660, 2011 | activation, % at 2 µM | D(1A) dopamine receptor (Homo sapiens), P21728 | hit rate 1% among 360,000; in the data active means activation above about 30%; further: 0% is about no effect
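Inducible HEK293 T-REx D1 cells, force-coupled to calcium signalling, were plated at 4000 cells/well with tetracycline and held overnight at 30 C. After no-wash calcium dye loading, compound-evoked calcium rise over 180 s flagged agonists.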
D2 potentiator: HTS Assay for Positive Allosteric Modulators of the Human D2 Dopamine Receptor: Primary Screen for Potentiators; potentiation, % at 10 µM; HEK293 T-REx D2, calcium flux, EC20 dopamine potentiation; hit rate 0.34% among 340,000; D(2) dopamine receptor (Homo sapiens), P14416;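 active means potentiation over 3 SD above the plate norm, cut at about 30% in these data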; further: 0% is about no effect
Target sequence (P14416 whole entry, looked up): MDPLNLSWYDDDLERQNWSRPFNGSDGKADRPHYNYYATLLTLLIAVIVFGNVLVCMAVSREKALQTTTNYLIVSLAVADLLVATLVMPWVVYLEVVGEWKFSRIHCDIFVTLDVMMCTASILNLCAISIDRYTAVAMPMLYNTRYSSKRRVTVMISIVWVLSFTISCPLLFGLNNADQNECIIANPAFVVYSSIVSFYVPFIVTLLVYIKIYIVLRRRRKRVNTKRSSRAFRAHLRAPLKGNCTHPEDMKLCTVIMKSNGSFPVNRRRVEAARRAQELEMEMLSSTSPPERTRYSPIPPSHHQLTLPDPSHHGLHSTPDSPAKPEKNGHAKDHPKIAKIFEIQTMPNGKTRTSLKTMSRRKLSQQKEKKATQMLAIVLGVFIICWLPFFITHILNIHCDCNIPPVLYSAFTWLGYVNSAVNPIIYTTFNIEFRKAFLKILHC
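Using a no-wash calcium dye in inducible, force-coupled HEK293 Trex cells expressing D2, we tracked fluorescence each second for 180 s after compound, then for 180 s after EC20 dopamine to detect augmented signalling.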
RXFP1 antag: qHTS Assay for Antagonists of the Relaxin Receptor RXFP1; Relaxin receptor 1 (Homo sapiens), Q9HBX9; HEK293-RXFP1, relaxin-stimulated cAMP HTRF, 30 min; hits give low values; activity change, negative = inhibition, % at 57.5 µM; hit rate 0.59% among 350,000; AID 1259400, 2018;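 active means activity change of -60% or lower, but not beyond a set lower limit; inconclusive means change between -60% and -40%, or beyond the set limit; inactive means change above -40%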; further: on the % scale 0 is the no-effect control and ±100 the full control effect
RXFP1 agonist: qHTS Assay for Agonists of the Relaxin Receptor RXFP1. hit rate 0.3% among 370,000. HEK293T-RXFP1 cAMP TR-FRET, 30 min; response scale: percent of porcine relaxin response, buffer zero. Relaxin receptor 1 (Homo sapiens), Q9HBX9. Potency, µM (series often up to 57.5 µM), without a hit: at the top dose activation, most hits filed as activators. AID 2676, 2010; further: potency means the concentration at half of the fitted maximal effect; on the % scale 0 is the no-effect control and ±100 the full control effect; nearly all actives have a fitted effect of over 60% in size; many of its hits are not listed in these tables
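Agonist response is measured as cAMP accumulation in an RXFP1-transfected HEK293T line under PDE4 inhibition. Values are scaled between buffer-only and 29 nM porcine relaxin, and EC50s come from standard Hill equation fits.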
Vif-APOBEC3G blk: qHTS for Inhibitors of Vif-A3G Interactions: qHTS; DNA dC->dU-editing enzyme APOBEC-3G (Homo sapiens), Q9HC16; Potency, µM (titrated, usually from 46.1 µM), inactives show top-dose activity, negative = active, most hits filed as inhibitors; hit rate 0.076% among 410,000; AID 602310, 2012; HeLa A3G-eYFP + Vif (tagged APOBEC3G with the HIV-1 protein that degrades it), YFP fluorescence, overnight;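 further: potency means the concentration at half of the fitted maximal effect; on the % scale 0 is the no-effect control and ±100 the full control effect; nearly all actives have a fitted effect of over 60% in size; hits raise eYFP signal because A3G escapes Vif-driven loss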
Target sequence (Q9HC16 whole entry, looked up): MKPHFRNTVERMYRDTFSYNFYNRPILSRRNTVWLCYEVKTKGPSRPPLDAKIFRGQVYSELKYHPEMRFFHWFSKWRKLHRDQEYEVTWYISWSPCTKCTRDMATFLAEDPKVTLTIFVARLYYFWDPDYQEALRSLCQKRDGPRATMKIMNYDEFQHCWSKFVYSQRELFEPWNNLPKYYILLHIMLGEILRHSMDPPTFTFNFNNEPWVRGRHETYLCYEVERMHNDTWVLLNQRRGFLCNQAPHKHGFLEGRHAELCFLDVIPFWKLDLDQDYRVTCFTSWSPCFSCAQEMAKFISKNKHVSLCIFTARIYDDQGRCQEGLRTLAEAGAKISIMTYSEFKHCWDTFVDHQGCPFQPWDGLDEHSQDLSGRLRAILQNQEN
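HeLa cells stably expressing Vif and C-terminally eYFP-tagged A3G, seeded overnight at 37 deg C, then exposed to compound by pintool overnight at 37 deg C. Rise in yellow fluorescence (Ex 488/Em 500-530, Acumen) marks blocked Vif-driven A3G degradation.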
D1 antag: Antagonist of Human D 1 Dopamine Receptor: qHTS; D(1A) dopamine receptor (Homo sapiens), P21728; HEK293 TREx D1 cells, calcium flux, dopamine EC80; hits give low values; activity change, negative = inhibition, % at 10 µM; hit rate 3.2% among 360,000; AID 504652, 2011; in the data active means activity change below about -30%; further: on the % scale 0 is the no-effect control and ±100 the full control effect
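Kinetic fluorescence of a calcium dye serves as the read-out. D1-expressing Hek293 Trex cells, induced overnight at 30 C, are exposed to compound for 180 s before an EC80 dopamine addition, then read 180 s further.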
D1 potentiator: Potentiators of Human D1 Dopamine Receptor: qHTS. potentiation, % at 10 µM. AID 504651, 2011. hit rate 0.036% among 360,000. D(1A) dopamine receptor (Homo sapiens), P21728. HEK293 TREx D1 cells, calcium flux, dopamine EC20 potentiation; in the data active means potentiation above about 30%; further: 0% is about no effect
Glioma ERSR ind: qHTS for Inducers of the Endoplasmic Reticulum Stress Response (ERSR) in Human Glioma: qHTS. hit rate 0.02% among 420,000. AID 602332, 2012. Potency, µM, inactives show at the highest dose activation, most hits filed as activators. U87-MG GRP78 promoter luciferase reporter, 16 h; further: potency means the concentration at half of the fitted maximal effect; series mostly up to about 76 µM; % of control where 0% means no effect; nearly all actives have a fitted effect of over 35% in size
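Stably transfected U87-MG human glioma cells carrying a GRP78-based luminescent sensor were seeded at 1000 cells/well, pin-dosed with compounds and incubated 16 h. Luciferase reagent was then added, and end-point luminescence was read after 10 min at room temperature.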
Vif-A3F inh: qHTS for Inhibitors of Vif-A3F Interactions: qHTS. HeLa A3F-eYFP + Vif (tagged APOBEC3F with the HIV-1 protein that degrades it), YFP fluorescence increase. Potency, µM (top dose mostly 46.1 µM), for the others: at the highest dose activity, negative = active. hit rate 0.2% among 390,000; further: potency means the concentration at half of the fitted maximal effect; % of control where 0% means no effect; nearly all actives have a fitted effect of over 65% in size
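Fluorescence increase (Ex 488/Em 500-530) after overnight compound treatment at 37 deg C flags inhibition of Vif-driven A3F-eYFP loss in stable HeLa A3F-eYFP/Vif cells seeded overnight beforehand.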
* = called active by the depositor; u = inconclusive; x = not tested or not shown; & = joins results of further samples. Unless noted, the call rests on the fitted dose curve; in most records, active means well fitted curve in the direction sought with a large enough effect; inconclusive means small, poorly fitted or top-dose-only effect, or another doubt; inactive means no such curve, though single readings can be large; an effect the other way counts as inactive or inconclusive. An excerpt, so the mix of outcomes need not match the whole.

SMILES | D1 agonist | D2 potentiator | RXFP1 antag | RXFP1 agonist | Vif-APOBEC3G blk | D1 antag | D1 potentiator | Glioma ERSR ind | Vif-A3F inh
C=CCOc1ccc(CN(C)CC(=O)Nc2ccccc2[N+](=O)[O-])cc1 | 6 | 8 | -13 | 3.2% | -5% | -13 | 3 | 2% | -4%
NC(=S)Nc1cccc(-c2n[nH]c(=S)o2)c1 | 2 | 10 | -31 | u | -1% | -23 | -12 | -3% | 12%
COc1cccc([C@@H]2CC=C(C(=O)O)[C@H](c3ccccc3F)N2S(=O)(=O)c2ccc(C)cc2)c1 | 2 | 12 | x | -1.1% | -3% | -11 | -8 | -5% | 10%
CN(C(=S)NC(=O)CCCOc1ccc(Cl)cc1Cl)c1ccccc1 | 7 | 2 | -4 | 1.8% | -1% | -8 | 0 | -5% | 1%
C=CCn1c(O)c(C(CC)=Nc2ccccc2NC(=O)CC)c(=O)[nH]c1=O | 1 | -3 | 21 | 1.1% | 2% | 5 | -6 | 6% | 1%
Cc1cc(C)c(OCC(=O)OCC(=O)N2CCN(C(=O)c3ccco3)CC2)c(C)c1 | 1 | -9 | -3 | 0.3% | -1% | -7 | 1 | -7% | 3%
COc1ccc(OC)c(CNC(=O)Cn2nc(C)c3c(C)n(-c4ccccc4)nc3c2=O)c1 | 2 | -4 | -13 | -0.8% | -5% | -3 | -1 | -4% | 2%
CC(O)COc1ccc(/C(=N/O)c2ccccc2)cc1 (stereo not drawn) | 1 | 14 | 11 | -1.7% | -3% | -16 | 0 | 7% | -22%
CC1(C)CC2CC(C)(CN2S(=O)(=O)c2ccc(C(=O)Nc3cc(S(=O)(=O)N4CCOCC4)ccc3Cl)cc2)C1 (stereo not drawn) | 3 | 17 | -22 | 0.8% | 0% | 4 | 4 | -4% | 2%
Cc1cccc2c1NC(=O)C21OCC(CO)([N+](=O)[O-])CO1 (stereo not drawn) | 5 | 6 | -10 | 0.7% | 0% | 2 | 3 | -3% | 17%
COC(=O)c1c(NC(=O)c2ccc(S(=O)(=O)N3CC(C)OC(C)C3)cc2)sc2c1CCN(C)C2 (stereo not drawn) | x | x | -33 | x | -9% | x | x | -5% | u
CCOC(=O)CSC1=C(C#N)C(c2ccc(C)cc2)C(C(=O)OC)C(=O)N1 (stereo not drawn) | 0 | 2 | -13 | 0.5% | -2% | -25 | 1 | 15% | x
CN(C)c1ccc(CNC(=O)Cn2c(=O)oc3cc(S(=O)(=O)N4CCCCCC4)ccc32)cc1 | 4 | 2 | -38 | -0.6% | 8% | -15 | -5 | -5% | 1%
COC(=O)c1ccc(NC(=O)COc2ccc(N(C)S(=O)(=O)c3ccc(C)cc3)cc2)cc1 | 14 | 2 | -11 | -0.4% | 0% | 7 | x | -1% | -11%
CCOC(=O)C1CCN(c2nc3ccccc3nc2C(C#N)C(=O)OCCOC)CC1 (stereo not drawn) | 2 | 7 | -4 | 1.1% | 0% | -14 | -6 | -4% | 3%
C/C(=N\NC(=O)COc1ccccc1-c1ccccc1)c1ccc(O)cc1O | 2 | -12 | -5 | 0.0% | -14% | 14 | -1 | -2% | 1%
Cc1cccc(-n2cc(CN3CCN(c4ccccn4)CC3)c(-c3cccc(F)c3)n2)c1 | 2 | -4 | -7 | -1.8% | 5% | 0 | 3 | 1% | -4%
O=C(O)C(Cc1ccccc1[N+](=O)[O-])N1C(=O)c2ccccc2C1=O (stereo not drawn) | x | x | -1 | x | 1% | x | x | -2% | 6%
CCOC(=O)N1CCN(C(=O)CCc2c(C)nc3c(c(C)nn3-c3ccc(C)c(C)c3)c2C)CC1 | 0 | 17 | 8 | -1.4% | 1% | 11 | -2 | -2% | -12%
CCCOc1ccc(N2C(=O)CC(SCc3nc4ccccc4[nH]3)C2=O)cc1 (stereo not drawn) | 0 | 2 | 4 | -1.4% | 2% | -28 | -4 | -3% | 4%
O=C(NC(=S)Nc1cccc(NC(=O)c2ccccc2Cl)c1)c1cccs1 | 4 | x | -19 | 0.5% | -1% | -5 | -9 | -1% | -4%
COc1ccc(NC(=O)c2ccco2)cc1NC(=O)c1c(OC)cccc1OC | 0&-2 | 9&-9 | 3&0 | -2.6%&0.8% | 0%&-3% | -3&-11 | 0&-2 | -5%&1% | u
O=C(c1ccc(S(=O)(=O)N2CCC(c3nc4ccccc4s3)CC2)cc1)N1CCOCC1 | 1 | -9 | -14 | -1.7% | 0% | -4 | 2 | -2% | u
COc1cc2c(cc1NC(=O)C(C)N1CCN(S(=O)(=O)c3ccc(C)c(C)c3)CC1)oc1ccccc12 (stereo not drawn) | 0 | 18 | -1 | 3.3% | -6% | 5 | 2 | 3% | -4%
CC(=O)OC12CC3CC(C1)C(=NO)C(C3)C2 | -2 | -6 | 3 | 0.6% | 1% | -14 | -1 | -2% | 0%

Overlap with the part before: five entries, then new ones.
SMILES | D1 agonist | D2 potentiator | RXFP1 antag | RXFP1 agonist | Vif-APOBEC3G blk | D1 antag | D1 potentiator | Glioma ERSR ind | Vif-A3F inh
O=C(NC(=S)Nc1cccc(NC(=O)c2ccccc2Cl)c1)c1cccs1 | 4 | x | -19 | 0.5% | -1% | -5 | -9 | -1% | -4%
COc1ccc(NC(=O)c2ccco2)cc1NC(=O)c1c(OC)cccc1OC | 0&-2 | 9&-9 | 3&0 | -2.6%&0.8% | 0%&-3% | -3&-11 | 0&-2 | -5%&1% | u
O=C(c1ccc(S(=O)(=O)N2CCC(c3nc4ccccc4s3)CC2)cc1)N1CCOCC1 | 1 | -9 | -14 | -1.7% | 0% | -4 | 2 | -2% | u
COc1cc2c(cc1NC(=O)C(C)N1CCN(S(=O)(=O)c3ccc(C)c(C)c3)CC1)oc1ccccc12 (stereo not drawn) | 0 | 18 | -1 | 3.3% | -6% | 5 | 2 | 3% | -4%
CC(=O)OC12CC3CC(C1)C(=NO)C(C3)C2 | -2 | -6 | 3 | 0.6% | 1% | -14 | -1 | -2% | 0%
O=C(COC(=O)c1ccccc1Nc1cccc(C(F)(F)F)c1)NCc1ccco1 | 3 | 14 | -9 | -1.4% | 0% | -9 | -4 | -6% | 2%
Cc1ccc(NC(=S)N(CCN(C)C)C(C)c2ccco2)c(C)c1 (stereo not drawn) | 2 | -1 | 2 | 0.3% | -6% | 9 | -3 | 1% | -7%
COc1ccc(N2CCN(C(=S)Nc3ccc(C)cc3C)CC2)cc1 | 2 | -2 | 4 | 1.4% | 1% | -4 | -2 | -2% | -9%
CC1CCN(C(=O)c2[nH]cnc2C(=O)NCC(=O)OC(C)(C)C)CC1 | 1 | 6 | x | -1.8% | 2% | 9 | 2 | -2% | 11%
CCc1ccc(OC(=O)CN2C(=O)c3ccccc3C2=O)cc1 | 1 | 0 | 2 | 0.4% | 0% | -9 | -3 | -4% | 5%
Cc1ccccc1NC(=O)C(C)O/N=C/c1cccc([N+](=O)[O-])c1 (stereo not drawn) | 2 | x | -3 | 2.4% | 1% | -1 | -2 | -2% | 2%
NS(=O)(=O)c1ccc(CNC(=O)C2(c3ccc(Cl)cc3)CC2)cc1 | 8 | -4 | 3 | 0.4% | 0% | -4 | -1 | -2% | 6%
CCOC(=O)C1CCN(C(=O)Cn2ncc3c([nH]c4ccccc43)c2=O)CC1 | 2&-1 | 1&0 | 0&6 | 3.6%&6.4% | -2%&-3% | 0&-13 | 3&-2 | -1%&-2% | 0%&-5%
Cc1cc(C)nc(SCC(=O)Nc2ccc(S(=O)(=O)Nc3cc(C)on3)cc2)n1 | x | x | -3 | x | 0% | x | x | -8% | 8%
O=C1CN(C(=O)COC(=O)CNC(=O)c2ccccc2)c2ccccc2N1 | 1 | -9 | x | 0.4% | 0% | -19 | -2 | -4% | 7%
Cc1c(Cl)c([N+](=O)[O-])nn1CCCC(=O)Nc1sc2c(c1C(N)=O)CCC(C)C2 (stereo not drawn) | 1 | -2 | -2 | 7.9% | 2% | 7 | 3 | -2% | -15%
COc1ccc(CC(=O)Nc2nnc(C(C)(C)C)s2)cc1OC | 6 | 3 | -24 | 1.3% | 0% | -23 | -2 | -4% | -16%
Cc1ccccc1CNC(=O)c1ccc2nc(N3CCOCC3)sc2c1 | 3 | 2 | x | -1.7% | 2% | 2 | -1 | -1% | 3%
Cc1onc(-c2ccc(Cl)cc2)c1-c1ccnn1S(=O)(=O)c1ccc(Cl)cc1 | 3 | -2 | -12 | -4.3% | -1% | -24 | -11 | -9% | -4%
Cc1cc(C)nc(SC(C(=O)O)c2ccccc2)n1 (stereo not drawn) | 4 | -4 | 1 | -0.1% | -2% | 6 | -2 | -2% | 7%
Cc1ccc(N2C(=O)C(Cl)=C(N3CCN(C)CC3)C2=O)c(C)c1 | 4 | 1 | 7 | 0.8% | -1% | 3 | -5 | 3% | -20%
COc1ccc(NS(=O)(=O)c2cccc(C(=O)NCCCN3CCOCC3)c2)cc1 | 1 | 1 | -1 | 0.0% | 0% | 20 | 0 | -5% | -14%
